SUMO1-SIM PPI – modulators of human SUMO1-mediated protein-protein interactions; SUMO1 binding to a labelled peptide, TR-FRET, 1 h; actives 0.33% (n = 360,000); inhibition, % at 20 µM; P63165; AID 602429; in the data active means inhibition above about 37%
Target sequence (P63165 whole entry, looked up): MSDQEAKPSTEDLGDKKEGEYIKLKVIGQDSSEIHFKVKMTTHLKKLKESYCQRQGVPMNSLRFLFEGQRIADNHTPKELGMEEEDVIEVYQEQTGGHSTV
Neddyl block – cullin neddylation inhibition; P61081+Q13564; TR-FRET cullin neddylation, biochemical; calls only at 25 µM; actives 0.58% (n = 360,000); AID 651699; in the data active means inhibition above about 36%
Rpn11 block – Rpn11 (human) deubiquitinase inhibition; O00487; human 26S proteasome, Ub4-pepOG fluorescence polarization; 20S core pre-blocked with epoxomicin; calls only at 20 µM; actives 0.59% (n = 360,000); AID 588493;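 active means inhibition at 20 µM, scaled to each plate's controls, above about 33%, limit read from the data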
Target sequence (O00487 whole entry, looked up): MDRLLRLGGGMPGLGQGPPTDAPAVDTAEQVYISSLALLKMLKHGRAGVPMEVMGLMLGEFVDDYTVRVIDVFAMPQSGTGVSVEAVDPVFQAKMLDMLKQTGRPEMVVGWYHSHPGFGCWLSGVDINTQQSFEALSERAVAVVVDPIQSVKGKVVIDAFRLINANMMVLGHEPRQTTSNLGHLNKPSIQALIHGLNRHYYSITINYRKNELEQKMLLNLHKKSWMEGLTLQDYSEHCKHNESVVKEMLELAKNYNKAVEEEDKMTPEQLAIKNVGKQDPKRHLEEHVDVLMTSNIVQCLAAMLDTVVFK
NadD inh – NadD (S. aureus) enzyme inhibition. AID 602399. actives 0.78% (n = 360,000). inhibition, % at 20 µM. purified NadD enzyme, colorimetric absorbance read-out; in the data active means inhibition above about 26%; further: some compounds past the cut are filed as inactive
CSN deneddyl inh – inhibitors of human CSN-mediated cullin deneddylation; Q92905; Purified CSN, SCF-Nedd8-OG deneddylation, fluorescence polarization; inhibition, % at 12.5 µM; actives 0.38% (n = 360,000); AID 651999;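 active means pattern-corrected inhibition above about 35%, with an unprinted fluorescence ratio check between 0.5 and 1.5, limit read from the data, passing the limit was not always enough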;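 further: 0% = enzyme with substrate and 100% = substrate without enzyme; some results filed as inactive read as strong as hits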
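Material: human Csn5 produced in HEK293T cells; Input: enzyme 0.24 nM; Reagent: SCFSkp2-Nedd8OG substrate at 10 nM final; Dosing: 12.5 µM compound; Incubation: 90 min reaction at room temperature; Detection: fluorescence polarization of the substrate; Evaluation: % inhibition of substrate cleavage by Csn5; Control set: substrate-only high control, full reaction low control.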
DNMT1 block – blocks human DNA methyltransferase DNMT1; P26358; DNMT1 molecular beacon, Hinp1I cleavage, fluorescence; inhibition (reported as % activation of signal), % at 10 µM; actives 0.83% (n = 360,000); AID 588458; in the data active means inhibition above about 50%
STEP block – blocks human striatal-enriched tyrosine phosphatase; P54829; recombinant STEP, OMFP fluorogenic substrate, fluorescence; inhibition, % at 20 µM; actives 0.25% (n = 360,000); AID 588621;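 active means inhibition at 20 µM, scaled per plate between control wells, above about 37%, limit read from the data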;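 further: 0% = DMSO with enzyme and substrate and 100% = substrate only without enzyme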
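System: STEP (striatal-enriched tyrosine phosphatase) enzyme, cell-free; medium: Bis-Tris pH 6.0 buffer with DTT, detergent; dosing: 20 µM, 1% DMSO; times: reaction 20 min, ambient temperature; detection: fluorescence, 480/540 nm; read-out basis: normalized % inhibition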
LMPTP inh – LMPTP (human) inhibition. recombinant LMPTP-A, OMFP fluorogenic substrate, fluorescence intensity. inhibition, % at 20 µM. actives 0.22% (n = 360,000);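 active means compounds that cut the enzyme signal by at least half of the control window in the single-dose screen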;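 further: plate controls were DMSO wells with enzyme plus substrate for no effect and substrate without enzyme for full effect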
Target sequence (P24666 whole entry, looked up): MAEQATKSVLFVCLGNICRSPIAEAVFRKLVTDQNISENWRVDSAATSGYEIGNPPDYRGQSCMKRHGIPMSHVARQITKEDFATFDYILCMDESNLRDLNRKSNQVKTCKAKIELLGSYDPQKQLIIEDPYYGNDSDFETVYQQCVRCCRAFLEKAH
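Test system – LMPTP-A enzyme · Amount – LMPTP-A at 0.625 nM final in the reaction · Buffer or medium – Bis-Tris pH 6.0, DTT, detergent · Reagent – OMFP 400 µM · Doses – single 20 µM dose · Schedule – reaction 50 min, room temperature, dark · Detection – fluorescence intensity of OMFP turnover product · Evaluation – percent inhibition versus substrate-only and uninhibited controls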
Rin1 Abl inh – human Rin1-Abl interaction inhibition; P00519+Q13671; TR-FRET Rin1/Abl binding, biochemical; inhibition, % at 7.35 µM; actives 0.4% (n = 360,000); AID 588664; in the data active means inhibition above about 5%, passing the limit was not always enough
Scp-1 inhibitor – Scp-1 (human) phosphatase inhibition | Q9GZU7 | Recombinant Scp1, phosphopeptide, malachite green phosphate absorbance | inhibition, % at 20 µM | actives 0.88% (n = 340,000) | AID 493091;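 active means inhibition above about 50% at 20 µM, limit read from the data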;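 further: plate controls were DMSO wells with enzyme for no effect and wells lacking enzyme for full effect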
Target sequence (Q9GZU7 76-261 limits assumed): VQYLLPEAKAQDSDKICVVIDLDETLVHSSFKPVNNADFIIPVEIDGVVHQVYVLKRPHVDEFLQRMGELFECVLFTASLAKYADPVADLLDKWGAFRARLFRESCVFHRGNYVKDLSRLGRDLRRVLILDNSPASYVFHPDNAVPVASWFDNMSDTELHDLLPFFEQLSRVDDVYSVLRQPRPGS
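Material – SCP-1 phosphatase catalytic domain, residues 76-261 · Buffer or medium – Acidic Tris acetate buffer with magnesium and detergent · Also added – Phospho 17-mer peptide substrate · Compound – single 20 µM dose, 1% DMSO · Times – 45 min room-temperature reaction, 5 min colour, 30 min stabiliser · Technique – Phosphate-binding colour reagent, absorbance read at 630 nm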
The depositor's hits bear a star; i = inactive; nt = no result given; + = active, no number.

Structure	SUMO1-SIM PPI	Neddyl block	Rpn11 block	NadD inh	CSN deneddyl inh	DNMT1 block	STEP block	LMPTP inh	Rin1 Abl inh	Scp-1 inhibitor
Cc1cccc(NC(=O)CN2CCN(C(=O)C(C)Oc3ccc(C#N)cc3)CC2)c1C (stereo not drawn)	4.0	i	i	1.1	0.1	3.6	-2.5	-1.7	-3.4	-4.9
CCN(CC)CCCNC(=O)c1cc2c(=O)[nH]c3ccc(C)cc3c2s1	-12.3	nt	i	-11.5	0.9	2.1	-0.9	2.0	-5.7	-13.1
CCOC(=O)NN=C1c2ccccc2-c2ccccc21	-19.6	i	i	-1.8	1.5	4.2	1.1	1.1	-5.0	-7.3
CCc1ccc(NC(=O)COC(=O)/C=C/c2c(C)nn(C3CCS(=O)(=O)C3)c2Cl)cc1 (stereo not drawn)	1.7	i	i	-0.6	-1.3	14.5	-2.4	3.3	0.6	0.2
COc1cc(/C=C/C(=O)OCC(=O)N2CCC(C)CC2)ccc1OCC#N	-15.1	i	i	-3.3	4.3	3.1	-2.8	-1.4	0.0	-5.7
COc1cc(OC)c(OC)cc1/C=C/c1cc(C(F)(F)F)[nH]c(=O)n1	-4.6	i	+	-5.9	12.7	-0.6	-0.2	5.6	-1.9	-4.5
N#CCCNS(=O)(=O)c1ccc(C(=O)OCC2CCCCC2)cc1	1.0	i	i	-10.7	-2.3	0.5	0.8	0.1	0.1	3.1
CCN(CC(N)=O)S(=O)(=O)c1ccc(F)cc1	-2.1	i	i	3.1	-7.1	5.1	1.3	1.1	0.0	-10.7
CN(CCCN1CCOCC1)Cc1cn(C)nc1-c1ccccc1F	1.6	i	i	-3.5	1.3	1.3	1.0	-4.7	2.6	-6.1
Cc1ccc(SCC(=O)N2CCCC2)cc1	3.8	i	i	-3.6	2.1	7.9	-2.1	-1.7	4.6	1.4

One compound at a time, from the list above.
`CN(CCCN1CCOCC1)Cc1cn(C)nc1-c1ccccc1F` is listed with SUMO1-SIM PPI = 1.6; Neddyl block = i; Rpn11 block = i; NadD inh = -3.5; CSN deneddyl inh = 1.3; DNMT1 block = 1.3; STEP block = 1.0; LMPTP inh = -4.7; Rin1 Abl inh = 2.6; Scp-1 inhibitor = -6.1
`N#CCCNS(=O)(=O)c1ccc(C(=O)OCC2CCCCC2)cc1` is listed with SUMO1-SIM PPI = 1.0; Neddyl block = i; Rpn11 block = i; NadD inh = -10.7; CSN deneddyl inh = -2.3; DNMT1 block = 0.5; STEP block = 0.8; LMPTP inh = 0.1; Rin1 Abl inh = 0.1; Scp-1 inhibitor = 3.1

The listing continues.
Structure	SUMO1-SIM PPI	Neddyl block	Rpn11 block	NadD inh	CSN deneddyl inh	DNMT1 block	STEP block	LMPTP inh	Rin1 Abl inh	Scp-1 inhibitor
CC(=O)N1c2ccc(S(=O)(=O)N(C)c3cc(C)ccc3C)cc2CC1C (stereo not drawn)	2.3	i	i	-3.2	5.4	-2.1	-1.5	-0.3	1.5	-0.9
O=C(CSc1nnc(CNC(=O)c2ccccc2)o1)c1ccc(Cl)cc1	-2.3	i	i	-1.3	7.2	-0.9	5.4	-0.2	-1.6	-13.4
CC1CN=C(N(C(=O)Nc2ccccc2)C(C)c2ccccc2)S1 (stereo not drawn)	-0.2	i	i	-0.2	0.7	3.2	-3.0	-2.0	-0.2	-10.9
COc1ccc(S(=O)(=O)Nc2cccc3c2O[C@H](CN(C)C)[C@@H](C)CN([C@H](C)CO)C3=O)cc1	0.6	i	i	0.1	-4.4	2.6	-0.4	-1.1	2.5	-4.4
O=C(c1ccco1)N1CCN(S(=O)(=O)c2cc(Cl)ccc2Cl)CC1	-0.8	i	i	-1.7	0.0	1.4	-2.1	-0.4	-2.3	-7.3
CCOC(=O)c1nn(-c2ccccc2)c(=O)cc1OCC(=O)Nc1cccc(OC)c1	28.6	i	i	-7.0	1.3	-5.7	0.5	-0.4	2.5	-2.7
Cc1ccc(S(=O)(=O)N2CCCCC2CCNC(=O)C(=O)NCc2ccco2)cc1 (stereo not drawn)	0.6	i	i	-4.5	3.7	-2.0	3.5	1.2	-1.6	-4.8
C[C@H](NC(=O)c1nc[nH]c1C(=O)N1CCc2ccccc2C1)C(=O)OCc1ccccc1	5.3	i	i	5.4	-5.3	-4.0	-0.1	0.3	1.2	0.6
CCOC(=O)N1CCN(C(=O)c2ccc(NC(=O)c3ccc(C)cc3)cc2)CC1	-0.1	i	i	-3.9	2.7	-2.0	-0.4	-1.3	-1.4	3.8
COC(=O)c1cc(S(=O)(=O)N2CCC(C)CC2)cn1C	-1.9	i	i	-3.4	1.0	0.6	-0.3	-1.4	2.4	-5.1
CNC(=S)NN(c1ccccc1)c1ccccc1	-0.5	i	i	3.5	-3.5	2.1	-1.4	0.1	1.0	2.2
CC(NC(=O)Nc1ccc([N+](=O)[O-])cc1)C(c1cccs1)N1CCCC1 (stereo not drawn)	-11.4	i	i	-0.5	-4.4	-4.8	1.4	0.3	2.2	-3.7
Cc1cnc(CNC(=O)c2ccc3oc(C(C)C)nc3c2)[nH]1	4.0	i	i	-0.8	3.0	2.3	-1.9	0.1	2.4	1.0
COc1ccc(OCCCSc2ncccn2)cc1	-2.3	i	i	2.2	-0.7	-2.7	0.8	-1.4	0.8	-1.9
C=CCN1C2CCCC1CC(NC(=S)Nc1ccc(Cl)cc1)C2 (stereo not drawn)	-3.8	i	i	-7.9	4.0	1.4	-2.1	-0.9	-2.5	-9.4
CCC(=O)Oc1ccc2c(C)c(Cl)c(=O)oc2c1	0.2	i	i	-0.5	4.4	1.2	-4.2	-0.1	-0.2	-2.2
Nc1nonc1/C(=N/O)N1CCCC1	-0.5	i	i	0.2	1.2	4.2	-1.1	-2.1	0.2	-7.8
C/C=C/c1ccc(OCCCCNCc2ccco2)c(OC)c1	-0.8	i	i	-5.1	-2.8	-11.2	-1.9	-0.2	4.4	-7.1
Cc1[nH]c2c(C(=O)N3CCCC(CCC(=O)NCc4ccccc4F)C3)cccc2c1C (stereo not drawn)	-2.4	i	i	-6.0	6.0	-0.7	2.9	0.4	4.1	-3.0
O=C(CCN1C(=O)C2C3C=CC(C3)C2C1=O)NCC1CCCO1 (stereo not drawn)	35.9	i	i	4.1	3.8	2.8	-1.4	-2.1	1.1	-7.0
COc1ccc(CCNC(=O)/C=C/c2ccc(C)cc2)cc1OC	-4.9	i	i	-3.9	-4.2	-3.1	-1.8	-0.6	1.4	-15.4
Clc1ccccc1-c1ncc(-c2ccccc2)o1	-3.9	i	i	-8.6	1.8	-5.5	0.5	1.7	1.0	-18.1
COCCNC(=O)COc1ccc(C)cc1C	0.7	i	i	7.8	-5.6	3.7	-0.5	0.0	0.0	3.0
Cc1cc(Cl)ccc1OC(C)C(=O)OCC(=O)c1ccc[nH]1 (stereo not drawn)	5.0	i	i	-2.4	-4.0	-0.5	1.0	1.5	3.8	-0.1
COc1ccc(N2C(=O)CSC2c2ccc(F)cc2)cc1 (stereo not drawn)	2.4	i	i	-1.0	-1.0	0.5	-2.9	0.3	-1.1	-7.5
COc1cccc(OC)c1C(=O)Nc1ccc(N2CCN(C(=O)c3cccs3)CC2)cc1	0.1	i	i	-1.2	-3.8	-3.0	1.7	0.0	2.0	-7.8
COc1cc(CC(=O)NCCCc2ccccc2)cc(OC)c1OC	-1.6	i	i	-3.0	2.8	-2.2	0.4	0.6	1.5	-3.4
O=C(Nc1ccccc1Cl)NN1CCCCCC1	12.5	i	i	2.3	1.9	5.2	-1.9	0.6	4.0	33.5
COc1ccc(-c2coc3cc(OC(=O)N4CCOCC4)ccc3c2=O)cc1	-1.5	i	i	-7.7	-1.3	0.6	-1.1	-1.8	-0.7	-7.2
CCc1cccc2c1NC1(CCCC1)CC2C (stereo not drawn)	-4.4	i	i	-1.8	0.5	9.6	1.5	1.1	0.9	-0.3
Cc1cc2cc3c(cc2nc1SCC(=O)N1CCOCC1)OCO3	1.3	i	i	-2.7	2.2	1.1	-1.0	-0.5	-2.2	-7.9
COc1cccc(C(=O)NC(=S)N2c3ccccc3CC2C)c1OC (stereo not drawn)	42.8*	i	i	-3.3	-1.2	3.4	-0.6	-1.3	-0.7	-5.8
O=c1c2ccccc2oc2cc(-c3ccc4cc[nH]c4c3)ccc12	-0.3	nt	i	8.0	4.1	0.2	-2.6	-0.3	2.9	6.2
O=C(COC(=O)c1cccc(S(=O)(=O)NCc2ccccc2)c1)NCC1CCCO1 (stereo not drawn)	-4.6	i	i	-8.2	0.9	1.2	-0.8	1.2	-1.3	1.2
COc1cccc(N2CC(NC(=O)C(=O)c3c[nH]c4ccccc34)CC2=O)c1 (stereo not drawn)	-12.5	i	i	-3.5	-2.1	-2.7	-0.5	0.2	-0.7	-3.4
Cc1ccc(-c2nc(N)sc2C)cc1	-4.2	i	i	-4.2	-1.0	2.8	0.9	-0.5	-1.8	-8.5
Cc1ncoc1C(=O)NC1CC(C)(C)Cc2c1cnn2-c1ccc(F)cc1 (stereo not drawn)	0.9	i	i	-1.0	0.9	-1.0	-1.0	1.0	-0.1	-5.0
CCc1ccc(NC(=O)CNC(=O)Cn2ccc3ccccc3c2=O)cc1	-3.3	i	i	-1.7	0.4	7.3	3.0	-0.8	-1.7	-0.8
O=C(Nc1ccccc1C(F)(F)F)c1ccc(F)c(S(=O)(=O)N2CCOCC2)c1	0.3	i	i	3.2	1.7	0.6	-1.7	-0.2	0.6	-8.0
